NIH3T3 tox: NIH 3T3 cell cytotoxicity; actives 4.3% (n = 94,000); NIH 3T3 viability, CellTiter-Glo ATP luminescence, 48-72 h; Potency, µM (titrated, usually from 96.7 µM), inactives show top-dose activity change, negative = cytotoxicity, actives largely listed as inhibitors; note: potency is the fitted concentration of half-maximal effect; nearly all actives have a fitted effect of over 55% in size
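Viability of NIH 3T3 cells after 48 or 72 hr compound treatment at 37 °C was assessed by CellTiter-Glo, with luminescence imaged following a 10 min room-temperature step.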
SNCA expr inh: reduces expression of the alpha-synuclein gene; HEK-293 SNCA-luciferase knock-in, luminescence, 24 h; Potency, µM (top dose mostly 57.2 µM), for inactives: at the top dose activity change, negative = inhibition, usual class: inhibitors; actives 0.17% (n = 140,000);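 note: potency is the fitted concentration of half-maximal effect; plate controls were DMSO cells for no effect and cell-free wells for full effect; nearly all actives have a fitted effect of over 45% in size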
Luciferase inh: Photinus pyralis luciferase inhibition | AID 1347043 | purified P. pyralis luciferase, luminescence, biochemical | actives 2.5% (n = 76,000) | Potency, µM (doses to about 115 µM), for the others: top-dose activity change, negative = inhibition, hits mostly inhibitors; note: potency is the fitted concentration of half-maximal effect; nearly all actives have a fitted effect of over 65% in size
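Inhibitors were tested against purified firefly luciferase in a biochemical, low-substrate format (both substrates at 10uM) and luminescence measured with a CCD imager.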
HEK293 tox: kills HEK 293 cells; AID 1345083; actives 6.6% (n = 94,000); Potency, µM (top dose mostly 115 µM), for the others: at the highest dose activity change, negative = cytotoxicity, actives largely listed as inhibitors; HEK 293 viability, ATP luminescence (CellTiter-Glo), 48-72 h; note: potency is the fitted concentration of half-maximal effect; nearly all actives have a fitted effect of over 60% in size
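HEK 293 seeded at 250 cells/well receive compound via pintool. After 48 or 72 hr at 37 degree Celsius, 5% CO2 and 95% humidity, CellTiter-Glo is dispensed and luminescence read following 10 min at room temperature.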
GPT2 inh: inhibitors of human GPT2 alanine aminotransferase; Potency, µM (doses to about 57.7 µM), for the others: at the highest dose activity change, negative = inhibition, actives largely listed as inhibitors; actives 0.25% (n = 100,000); Q8TD30; Recombinant GPT2, coupled pyruvate oxidase/HRP Amplex Red fluorescence; note: potency is the fitted concentration of half-maximal effect; nearly all actives have a fitted effect of over 60% in size; many of its hits are not listed in these tables
Target sequence (Q8TD30 whole entry, looked up): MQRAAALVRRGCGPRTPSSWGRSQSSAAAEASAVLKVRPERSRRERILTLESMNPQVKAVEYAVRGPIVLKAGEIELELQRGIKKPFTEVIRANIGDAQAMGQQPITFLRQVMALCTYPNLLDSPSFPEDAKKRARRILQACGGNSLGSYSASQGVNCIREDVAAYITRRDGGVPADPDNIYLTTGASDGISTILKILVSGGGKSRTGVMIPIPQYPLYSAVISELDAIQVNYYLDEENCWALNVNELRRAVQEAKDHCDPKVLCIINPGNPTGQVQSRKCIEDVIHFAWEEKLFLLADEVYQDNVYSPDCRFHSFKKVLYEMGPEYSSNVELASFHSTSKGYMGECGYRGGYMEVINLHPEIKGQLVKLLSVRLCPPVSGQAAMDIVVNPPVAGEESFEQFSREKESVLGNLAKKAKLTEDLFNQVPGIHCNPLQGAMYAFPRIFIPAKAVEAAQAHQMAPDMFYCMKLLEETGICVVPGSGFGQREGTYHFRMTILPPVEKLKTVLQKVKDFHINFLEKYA
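Inhibition is scored from Amplex Red fluorescence generated when pyruvate oxidase and HRP act on pyruvate released by GPT2. Reactions contain 10ng/uL enzyme, 250uM a-KG and 2mM L-alanine and run 30 min at room temperature.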
SNCA viab count: counter-screen for SNCA expression inhibitors: cell viability; HEK-293-SNCA-luc viability, GF-AFC fluorescence, 24 h; Potency, µM (titrated, usually from 57.1 µM), inactives show at the highest dose activity change, negative = cytotoxicity, actives largely listed as cytotoxic; actives 0.12% (n = 150,000);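 note: potency is the fitted concentration of half-maximal effect; 0% = DMSO-treated cells and -100% = medium-only wells without cells; nearly all actives have a fitted effect of over 30% in size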
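Cytotoxicity counterscreen: after 24 h compound treatment of genome-edited SNCA-luciferase HEK-293 cells, live-cell protease substrate GF-AFC read by fluorescence after 30 min; activity scaled between DMSO (0%) and medium-only (-100%), curves Hill-fitted.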
IP6K1 inh: IP6K1 kinase inhibition. Q92551. IP6K1 kinase, ADP-Glo luminescence, 2 h; stronger effect = lower value. activity change, % (series mostly up to about 58 µM). actives 0.81% (n = 140,000). AID 1645851; in the data active = activity change below about -25%
Target sequence (Q92551 whole entry, looked up): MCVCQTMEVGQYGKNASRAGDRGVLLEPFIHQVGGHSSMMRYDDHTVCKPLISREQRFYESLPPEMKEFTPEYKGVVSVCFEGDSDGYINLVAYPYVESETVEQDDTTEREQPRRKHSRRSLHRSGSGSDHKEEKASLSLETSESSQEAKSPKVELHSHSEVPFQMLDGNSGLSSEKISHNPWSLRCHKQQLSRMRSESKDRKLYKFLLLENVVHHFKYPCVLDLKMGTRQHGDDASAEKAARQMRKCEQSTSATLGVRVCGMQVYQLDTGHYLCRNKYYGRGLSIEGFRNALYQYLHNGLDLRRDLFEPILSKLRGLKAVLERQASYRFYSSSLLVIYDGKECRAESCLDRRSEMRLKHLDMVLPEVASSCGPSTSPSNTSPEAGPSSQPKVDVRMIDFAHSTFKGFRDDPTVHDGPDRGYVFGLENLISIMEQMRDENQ
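ADP-Glo luminescence measures ADP made by human IP6K1 during a 2 h RT reaction with ATP/IP6 (mix at 1.3 mM/130 uM); top library doses 57.5 and 19.1 uM final.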
An asterisk follows results filed as active; i = inactive; ? = inconclusive; nt = not tested or not shown; [ ] = another dose, or the depositor's remark. Unless noted, calls come from the whole dose curve; as a rule, active = well fitted curve in the direction sought with a large enough effect; inconclusive = small, poorly fitted or top-dose-only effect, or another doubt; inactive = no such curve, though single readings can be large; an effect the other way counts as inactive or inconclusive. Unless noted, % is set by controls: 0 for no effect and ±100 for the full control effect. A portion of the library; count on the stated rates, not on these rows.

SMILES,NIH3T3 tox,SNCA expr inh,Luciferase inh,HEK293 tox,GPT2 inh,SNCA viab count,IP6K1 inh
O=C(NCc1ccc(F)cc1)N1CCCCCC1c1nc(-c2cccnc2)no1 (stereo not drawn),-29%,5%,-5%,-16%,i,2%,5
O=[S+]1([O-])NCC2(CCN(Cc3cncs3)CC2)Nc2ccccc21,2%,-3%,-7%,i,-5%,12%,20
CCCNC(=O)N1CCC(O)(c2cnc(CN3CCC3)s2)CC1,-11%[174 µM],28%[87.6 µM],-6%[172 µM],-25%[172 µM],2%[88.5 µM],-7%[87.6 µM],28
O[C@@H]1C[C@@H](c2nnc3n2CCN(Cc2cccc(F)c2)C3)N(Cc2cccnc2)C1,-9%,1%,1%,2%,i,-5%[12.5 µM],-2
CN(Cc1ccc(N2CCOCC2)cc1)C(=O)CCC[C@H]1NC[C@@H]2C[C@H]1CN(Cc1ccccc1)C2,-25%,1%,-12%,?,?,-1%,2
Cc1ccc(NC(=O)Cn2c(=O)n(Cc3ccccc3)c(=O)c3c2c2cc(C)ccc2n3C)cc1,nt,6%,nt,nt,nt,10%,31
CCC(=O)N1CCc2cc(S(=O)(=O)NCCC(=O)NCc3ccccc3Cl)ccc21,nt,20%,nt,nt,nt,6%,24
Cc1cc(C(=O)NCCc2ccc(Cl)cc2)c2c(C)nn(-c3cccc(F)c3)c2n1,nt,9%,nt,nt,nt,-9%,14
COc1cc(SC)ccc1C(=O)N[C@H]1CCN2C(=O)N(c3ccc(C)cc3)C(=O)[C@@H]2C1,-13%,25%,-4%,-4%,?,-5%,10
C=CCC(O)(CC=C)CNC1CCN(c2cccc(NC(=O)CC3CCCC3)c2)CC1,i,-19%,-4%,10%,-11%,-1%,17
CC(C)N1C[C@@H](C(=O)O)C[C@H](C(=O)Nc2ccc(F)cc2)C1,-7%,-21%,-2%,0%,-7%[11.5 µM],-6%,-13
Cc1cnc(CCNC(=O)Nc2ccccc2F)n1C1CCC1,?,63%[activator],?,?,1%,3%,-1

Some of these compounds in order of molecular weight, smallest number first.
SMILES,NIH3T3 tox,SNCA expr inh,Luciferase inh,HEK293 tox,GPT2 inh,SNCA viab count,IP6K1 inh
O[C@@H]1C[C@@H](c2nnc3n2CCN(Cc2cccc(F)c2)C3)N(Cc2cccnc2)C1,-9%,1%,1%,2%,i,-5%[12.5 µM],-2
C=CCC(O)(CC=C)CNC1CCN(c2cccc(NC(=O)CC3CCCC3)c2)CC1,i,-19%,-4%,10%,-11%,-1%,17
CCC(=O)N1CCc2cc(S(=O)(=O)NCCC(=O)NCc3ccccc3Cl)ccc21,nt,20%,nt,nt,nt,6%,24

The list goes on.
SMILES,NIH3T3 tox,SNCA expr inh,Luciferase inh,HEK293 tox,GPT2 inh,SNCA viab count,IP6K1 inh
CCCNC(=O)N1CCCCCNC(=O)CC1c1ccccc1 (stereo not drawn),-4%,?,-9%,2%,-1%,3%,4
COCCN1CCCC1c1nc(C2CN(C(=O)c3ccccc3OC)C2)no1 (stereo not drawn),-12%,?,-8%,-1%,0%,2%[12.5 µM],10
O=C(NCC1CC1)c1ccc2nnc(-c3ccoc3)n2c1,-8%[138 µM],43%[activator][87.6 µM],nt,5%[172 µM],i,-2%[87.6 µM],-11
CCc1ccc(C(=O)c2cn(CC(=O)NCc3ccc(C)cc3)c3nc(C)ccc3c2=O)cc1,nt,7%,nt,nt,nt,6%,-3
CC(C)(C)c1cc(C(=O)N2CCOCC2)nn2cccc12,-10%[138 µM],11%[87.6 µM],nt,-13%[172 µM],0%[88.5 µM],4%[87.6 µM],-2
COc1ccc(CCNC(=O)C2CN(C3CCCCC3)C(=O)N2)cc1 (stereo not drawn),-17%[138 µM],-2%[87.6 µM],nt,-31%[172 µM],2%[88.5 µM],9%[12.5 µM],1
Cc1ccccc1CN1CC2(COCC1=O)CN(c1ccc(C(F)(F)F)cn1)C2,?,0%[87.6 µM],5%[172 µM],89µM*,?,-7%[87.6 µM],11
COC(=O)C1=COC(OC2OC(CO)C(O)C(O)C2O)C2C(C)C(OC(C)=O)C(OC(=O)c3ccccc3)C12 (stereo not drawn),nt,nt,nt,nt,i,-9%[23.9 µM],6
COCc1cc(=O)n(CC(=O)Nc2cccc(OC)c2)c(N2CCOCC2)n1,-10%,4%,3%,1%,-15%,-10%,13
Cc1cccc(-n2c3c(cc(-c4nc(-c5ccc(Cl)cc5)cs4)c2=O)C(=O)CC(C)(C)C3)c1,nt,-10%,nt,nt,nt,6%,10
Cc1ccc(C(=O)N2CC(N(Cc3cccnc3)CC(C)C)C2)s1,?,5%,-2%,?,i,-10%,-12
CCOc1cc2[nH]c(=O)n(Cc3ccc(C(=O)N4CCN(c5cccc(Cl)c5)CC4)cc3)c(=O)c2cc1OCC,nt,-2%,nt,nt,nt,4%,13

Continued:
SMILES,NIH3T3 tox,SNCA expr inh,Luciferase inh,HEK293 tox,GPT2 inh,SNCA viab count,IP6K1 inh
Cc1ccc([C@H]2C[C@@H](O)[C@@H](O)[C@@H]2NCc2ccccc2)cc1,?,8%[87.6 µM],-3%[172 µM],?,?,-12%[87.6 µM],11
COC(=O)c1ccc(-c2nc(-c3ccc(OC)c(OC)c3)no2)cc1,nt,-6%,nt,nt,nt,-2%,8
O=C(NCC(F)F)C1CCCCN1Cc1ccc(-c2cccs2)cc1 (stereo not drawn),-25%,44%[activator],nt,25µM*,0%,-6%[12.5 µM],-10
C[C@@H]1O[C@@H](O[C@H]2[C@H](O)[C@@H](C(=O)O)O[C@@H](O[C@H]3CC[C@@]4(C)C(CC[C@]5(C)C4CC=C4C6CC(C)(C)CC[C@]6(C(=O)O)CC[C@]45C)C3(C)C)[C@@H]2O[C@@H]2O[C@H](CO)[C@@H](O)[C@H](O)[C@H]2O)[C@H](O)[C@H](O)[C@H]1O (stereo partly drawn),nt,nt,nt,nt,?,-5%[12.5 µM],3
O=C(NCCc1ccccc1Cl)c1sc2ncccc2c1-n1cccc1,nt,160%[activator],nt,nt,nt,-6%,13
Cc1nn(-c2ccccc2)c(C)c1CN1CCCCC12Cc1ccccc1CNC2=O (stereo not drawn),?,-25%,nt,?,i,2%,0
COc1cccc(OCc2nc3c(n2Cc2ccccc2)C(=O)N(CC2CCOCC2)CCN3)c1,?,0%,-25%,?,-8%,-3%,9
CS(=O)(=O)N1CC(F)(F)C[C@H]1c1nc(-c2ccncc2)no1,i,-15%,4%,-7%,i,3%,-3
Cc1ccc(C(=O)N2CCC(N3C(=O)CCC3C(=O)NCc3ccccc3)CC2)c(C)c1 (stereo not drawn),-17%,-9%,-5%,-17%,i,6%,2
Cc1cc(N2CCCN(c3nccc(-c4c(C)nn(C)c4C)n3)CC2)ccn1,?,-29%,7%,?,-5%,10%,0
CCCN1CCN(c2ccc(-c3nc(C)no3)cn2)CC1,i,11%,-7%,6%,i,-15%,12
COc1cccc(C(=O)N2CC3(Cc4ccccc4N([S+](C)(=O)[O-])C3)C2)c1,-29%,-11%,-5%,?,-6%,-7%,2

More compounds.
SMILES,NIH3T3 tox,SNCA expr inh,Luciferase inh,HEK293 tox,GPT2 inh,SNCA viab count,IP6K1 inh
CCC(=O)Nc1ccc(C)cc1-c1nc2ccccc2n(Cc2ccccc2)c1=O,nt,19%,nt,nt,nt,-15%,17
COCCn1c(C)cnc1CCNC(=O)c1cc(C)nn1C,-8%,5%,7%,-7%,i,4%,-7
c1ccc(CN2CC[C@H](c3nnc(-c4ccco4)o3)C2)nc1,0%[174 µM],52%[activator][87.6 µM],?,-29%[172 µM],2%[88.5 µM],-8%[87.6 µM],2
CC1CCN(c2nc3c(S(=O)(=O)c4ccccc4)nnn3c3ccc(Cl)cc23)CC1,nt,-25%,nt,nt,nt,8%,-6
COc1ccc(OC2CCN(C(C)=O)CC2)c(C(=O)N(C)Cc2ccccc2)c1,-4%,-3%,0%,1%,-4%,12%,-1
CCCC1O[C@@H]2C[C@H]3[C@@H]4CCC5=CC(=O)C=C[C@]5(C)[C@H]4[C@@H](O)C[C@]3(C)[C@]2(C(=O)CO)O1 (stereo partly drawn),nt,16%,nt,nt,-3%,1%,nt
CC(=O)N1CCC(O)(c2csc(CN3CCc4ccccc4C3)n2)CC1,-18%[174 µM],-4%[87.6 µM],0%[172 µM],-23%[172 µM],2%[88.5 µM],1%[87.6 µM],9
O=C(c1nc(-c2ccsc2)c2ccccn12)N1CCN(c2ncccn2)CC1,-27%,-20%,-4%,?,i,2%,-4
CC(=O)Nc1ccc(CN2CCn3c(nn(-c4ccc(C(F)(F)F)cc4)c3=O)C2)cc1,?,10%,nt,?,i,1%,5
O=C(NCc1ccccc1F)c1noc(-c2ccc(F)cc2)n1,-17%,3%,?,-20%,i,5%,-2
COc1ccc(CN2Cc3[nH]nc(-c4cccc(O)c4)c3CC2=O)cc1,10µM*,4%[87.6 µM],-11%[172 µM],?,3%[88.5 µM],1%[87.6 µM],7
COCCNC(=O)c1cc(-c2ccc(OC)cc2)nc2c1c(C)nn2-c1ccccc1,?,271%[activator],nt,?,i,5%,-4

Next part.
SMILES,NIH3T3 tox,SNCA expr inh,Luciferase inh,HEK293 tox,GPT2 inh,SNCA viab count,IP6K1 inh
CCN(CC)Cc1ccc2c(c1)CN(C(=O)NC1CCCC1)CCO2,5%,26%,0%,3%,5%,0%,-5
O=C(Nc1nnc2n1CCS2)c1ccccc1,nt,72%[activator],nt,nt,nt,-4%,13
CN(C)[C@@H]1CN(C(=O)c2ccsc2)CC[C@]1(O)c1ccccc1,2%,-26%,7%,-3%,i,0%,6
CCOC(=O)c1cc2c(=O)n3ccccc3nc2n(CC2CCCO2)c1=NC(=O)c1cc(C)cc(C)c1 (stereo not drawn),nt,?,nt,nt,nt,11%,-11
CCc1noc(-c2cn(C3CCN(C(=O)c4cccc(F)c4)CC3)nn2)n1,?,21%,-4%,-17%,0%,-4%,8
O=C(Nc1cccc2ccccc12)O[C@@H]1CO[C@H]2[C@@H]1OC[C@@H]2NS(=O)(=O)Cc1ccccc1,-2%,9%,-7%,-1%,i,0%,-5
CCOc1ccc(NC(=O)CSc2nc3ccsc3c(=O)n2CCCCCC(=O)O)cc1,nt,4%,nt,nt,nt,-10%,-2
O=C1C2CN(Cc3ccc4[nH]ccc4c3)CCC2OCCN1Cc1ccccc1F (stereo not drawn),?,-10%[87.6 µM],-16%[172 µM],?,-1%[88.5 µM],-6%[87.6 µM],-12
Cn1ncc2c(C(=O)NC3CCOCC3)cc(-c3ccc(C(F)(F)F)cc3)nc21,-7%,nt,nt,i,nt,nt,2
C=CCN(CC=C)Cc1nnc2cc(-c3nc(-c4ccccc4)no3)ccn12,0%,65%[activator],-3%,?,i,-6%,5
COc1ccc(C2Cn3nnc(C(=O)N4CCC(C(=O)NC5CCCCCCC5)CC4)c3CO2)cc1 (stereo not drawn),3%,-29%,-7%,2%,i,-16%,0
O=C(C1CCC1)N1CCCC(n2cc(-c3nc(-c4ccccc4)no3)nn2)C1 (stereo not drawn),?,50%[activator],40µM*,?,i,-1%,3
CCCNC(=O)N(C1CCOCC1)C1CCN(C(=O)c2ccc(OC)nc2)CC1,5%,-10%,-1%,4%,i,4%,1
Cc1ccc(CN2C(=O)NC3(CCN(C(=O)c4ccc(C#N)cc4)CC3)C2=O)cc1,?,-4%,25%,-30%,i,1%,13
